Screening data (PubChem BioAssay)
OX1R antag-1: OX1R (human) antagonism; OX1R-expressing cells, FRET antagonist read-out; O43613; AID 485270; 330,000 compounds, 1.8% hits; inhibition, % at 6.6 µM; in the data active = inhibition mostly above about 38%, no sharp cut-off; inactive = mostly below about 40%;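 also: 0% = agonist challenge alone and 100% = reference antagonist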
Target sequence (O43613 whole entry, looked up): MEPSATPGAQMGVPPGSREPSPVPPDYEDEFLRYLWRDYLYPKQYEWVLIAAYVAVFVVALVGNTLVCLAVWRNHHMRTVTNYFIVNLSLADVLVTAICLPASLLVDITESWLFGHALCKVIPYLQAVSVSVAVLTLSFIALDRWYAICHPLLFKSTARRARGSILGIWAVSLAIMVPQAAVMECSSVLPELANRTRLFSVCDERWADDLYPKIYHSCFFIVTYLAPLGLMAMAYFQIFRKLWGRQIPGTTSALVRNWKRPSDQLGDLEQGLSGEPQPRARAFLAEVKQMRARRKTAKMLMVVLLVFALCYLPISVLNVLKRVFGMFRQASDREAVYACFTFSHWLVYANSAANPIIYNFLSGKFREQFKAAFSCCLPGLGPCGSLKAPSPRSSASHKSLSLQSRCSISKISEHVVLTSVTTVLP
OX1R antag-2: human HCRTR1 antagonism. 330,000 compounds, 0.43% hits. inhibition, % at 5 µM. CHO/OX1R cells, Fluo-8 calcium fluorescence, orexin A. AID 434989. O43613;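 active = inhibition above its plate's threshold, mean inhibition of all tested compounds on the plate plus 3 SD, cut at about 37% in these data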;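 also: 0% = orexin A challenge wells and 100% = SB-334867-A antagonist wells; not every result past the cut was called active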
STK33 inh: blocks human STK33 kinase activity; Q9BYT3; AID 2661; inhibition, % at 10 µM; 320,000 compounds, 0.073% hits; purified STK33, MBP phosphorylation, ADP-Glo luminescence;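 active = inhibition at or above 25%, using the most active replicate where run in duplicate; inactive = inhibition below 25%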
Target sequence (Q9BYT3 whole entry, looked up): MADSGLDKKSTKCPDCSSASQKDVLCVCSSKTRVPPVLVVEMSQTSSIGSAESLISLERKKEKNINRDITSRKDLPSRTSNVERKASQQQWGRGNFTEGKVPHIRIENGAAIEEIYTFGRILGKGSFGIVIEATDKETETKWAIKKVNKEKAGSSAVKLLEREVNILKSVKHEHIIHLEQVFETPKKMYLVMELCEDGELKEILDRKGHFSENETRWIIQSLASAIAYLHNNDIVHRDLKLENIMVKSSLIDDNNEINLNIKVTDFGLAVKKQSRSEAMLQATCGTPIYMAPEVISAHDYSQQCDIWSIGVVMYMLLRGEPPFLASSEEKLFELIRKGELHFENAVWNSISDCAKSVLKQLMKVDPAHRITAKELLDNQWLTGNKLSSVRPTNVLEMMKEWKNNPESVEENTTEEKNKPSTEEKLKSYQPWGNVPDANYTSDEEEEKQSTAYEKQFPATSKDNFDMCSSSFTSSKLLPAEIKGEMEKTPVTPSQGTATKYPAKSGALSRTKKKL
Active calls of the source: *; nt = not tested or not shown.

Structure,OX1R antag-1,OX1R antag-2,STK33 inh
C=CCSC1=C(C#N)C(c2cccc(OC)c2)CC(=O)N1 (configuration not stated),15,-14,0.0
Cc1cccc(OCCOCCN2CCNCC2)c1C,13,-6,-2.5
COc1cc2c(cc1OC)C(C1C(=O)CC(C)(C)CC1=O)N(C(=O)CCl)CC2 (configuration not stated),26,1,-1.1
O=C(CNC(=O)c1ccco1)OCc1ccccc1Cl,2,-14,-0.5
O=S(=O)(NC1CC1)c1ccc(S(=O)(=O)N(Cc2ccccn2)C2CCCC2)cc1,15,-3,-0.5
CCCCCCNC(=O)CC(NS(=O)(=O)c1ccc(OC)cc1)C(C)C (configuration not stated),28,-36,0.1
COc1cccc(C(=O)N2CCN(S(=O)(=O)Cc3ccccc3)CC2)c1OC,5,-9,-0.4
O=C(Cc1cn2ccsc2n1)Nc1nc2c(s1)CN(Cc1ccccc1)CC2,18,-12,1.5
CN(C)C(CNC(C(=O)Nc1ccc([N+](=O)[O-])cc1Br)c1ccccc1)c1ccccc1 (configuration not stated),12,-22,1.1
COc1ccc(C)cc1N(CC(=O)N1CCc2ccccc2C1)S(C)(=O)=O,9,4,-0.1
CC(C)(C)OC(=O)N1Cc2ccccc2C[C@H]1C(=O)N1CCC[C@H]1C(=O)O,23,-11,-0.2
CSc1nc2ncc(C(=O)O)c(N)n2n1,17,-12,0.7
CCOc1ccc(C(=O)OCC(=O)NCc2ccccc2)cc1OCC,2,-14,-0.1
CCOc1ccc(Br)cc1C(=O)N/N=C/c1cccc(C)n1,-6,-1,-3.5
COc1cccc(-c2nnn(CC(=O)NC3CCCC3)n2)c1OC,5,-13,-0.8
CC1CCCC(C)N1C(=O)COC(=O)c1cc(Br)ccc1Cl (configuration not stated),31,-19,-1.3
CC(C)(C)NC(=O)NC(=O)COc1ccc(Br)cc1Br,-2,-30,-0.4
CCCn1c(SCC(=O)Nc2ccc3c(c2)OCO3)nc2c1c(=O)n(C)c(=O)n2C,14,-11,0.0
C[C@]12C(=O)N(c3cccc(Cl)c3)C(=O)N1[C@H]1c3ccccc3OC[C@@H]1[C@H]2c1ccccc1,18,-22,-1.0
COc1ccc(CC(=O)Nc2cccc(S(=O)(=O)N3CCCCC3)c2)cc1,-1,-26,nt
COc1ccc(/C=C2\SC(=O)N(CCC(=O)N3CCCCC3)C2=O)cc1OC,21,-17,0.7
Cc1ncc([N+](=O)[O-])n1CC(=O)Nc1ccc(F)c(F)c1,-6,-15,-2.0
NC(=O)c1cc(-c2ccccc2)sc1NC(=O)CN1CCCCC1,11,-14,7.9
COc1ccccc1C(=O)Nc1ccc(Br)c2cccnc12,5,-12,-0.9
CC(C(=O)c1c[nH]c(C(=O)N=CN(C)C)c1)c1ncc(C(F)(F)F)cc1Cl (configuration not stated),18,-4,0.2
CCCN(CC(=O)Nc1ccccc1C)C(=O)C1CC(=O)N(Cc2ccccc2)C1 (configuration not stated),5,-10,-0.7
COc1ccc(Cc2n[nH]c(=S)n2N)cc1OC,12,0,0.3
O=C(NCCc1ccccc1)c1cnc2ccccn2c1=O,9,-2,-0.7
O=C(CSC1=NCCN1)Nc1cccc(C(F)(F)F)c1,0,-10,0.1
CNC(=O)C(=O)N/N=C/c1cccnc1,9,-17,-1.3
O=S(=O)(Nc1ccccn1)c1ccc(C(F)(F)F)cc1Cl,3,1,-0.2
NC(=O)N/N=C/c1c(Sc2nnnn2-c2ccccc2)nc2ccccn2c1=O,10,-5,2.6
Cn1c(O)c(/C=C2\C=Nc3ccccc32)sc1=Nc1ccc(C(=O)O)cc1,4,0,0.3
Cc1cc(NC(=O)CCCC(=O)N(CC(=O)NCCc2ccccc2)Cc2ccc(F)cc2)no1,12,-32,0.5
Cc1ccc(-n2nc3c(=O)n(CC(=O)NCCc4ccccc4C)nc(C)c3c2C)cc1,14,-22,5.3
O=C(Nc1ccc(S(=O)(=O)N2CCOCC2)cc1)c1ccc(Br)o1,15,-5,3.9
COc1ccc(-c2cc(C(=O)NN)[nH]n2)cc1OC,42,-13,0.4
CCCc1nnc(NC(=O)CNc2ccc(F)cc2)s1,10,-26,-0.7
CCOc1ccc(N(CC(=O)NC2CCCCC2)S(=O)(=O)c2c(C)noc2C)cc1,10,-19,0.9
O=C(C1CCCO1)N1CCN(Cc2c(O)ccc3ccccc23)CC1 (configuration not stated),37,-19,0.3
CN(CC(=O)Nc1ccc(N2CCOCC2)cc1)C(=O)CSc1ccccc1F,1,0,-1.1
CN(Cc1nccn1C)C(=O)c1ccc(OC2CCN(CCc3ccccc3)CC2)cc1,-1,-14,0.6
COc1cccc(-c2ccc(NC(=O)C3CCCN(Cc4nccn4C)C3)cc2)c1 (configuration not stated),6,-12,-1.4
COc1cc(C)c(-c2[nH]ncc2-c2csc(C)n2)c(O)c1,3,-3,0.9
Cc1ccccc1COc1ccc(/C=N/NC(=O)c2nnn(-c3nonc3N)c2CN2CCC(C)CC2)cc1,0,-37,1.7
CC1CCCCC1NC(=O)C1CC=CCC1C(=O)O (configuration not stated),4,-10,-2.0
CCC(=O)N1CCCc2cc(S(=O)(=O)N3CCCc4ccccc43)ccc21,8,-19,0.8
CCCCN(C)C(=O)c1nc2ccccn2c1CN1CCN(c2ccccn2)CC1,26,-28,-2.6
CC(=O)c1ccc(OCC(=O)N(C)CC(=O)Nc2ccc(N3CCOCC3)cc2)cc1,4,-3,-1.5
CCC(=O)Nc1nnc(SCCN2CCOCC2)s1,5,-8,-0.7
CN(C)c1ccc(S(=O)(=O)N2CCCCC2)cc1NC(=O)CN1C(=O)NC2(CCCC2)C1=O,6,-34,-2.2
Cc1c(NC(=O)COC(=O)c2cccn2C)c(=O)n(-c2ccccc2)n1C,7,-6,0.7
CCOC(=S)SCC(=O)N1CCc2ccccc2C1C1C(=O)CC(C)(C)CC1=O (configuration not stated),3,-12,-0.6
CCCCc1nn(-c2cc(Cl)ccc2OC)c2c1C(=O)CC(C)(C)C2,7,-50,-1.8
CN1C(C(=O)NCCc2cccs2)CC2Cn3c(nc4cc(Cl)c(Cl)cc43)C21 (configuration not stated),32,1,-1.4
Cc1ccc(C)c(N2CCN(C(=O)CCc3nc(-c4cccc(Br)c4)no3)CC2)c1,9,-18,nt
CCCOc1ccccc1NC(=O)CC1Nc2ccccc2NC1=O (configuration not stated),7,1,-1.6
COc1ccc(/C=N/NC(=O)c2cccc(COCC(F)(F)C(F)F)c2)cc1,18,-17,nt
Cc1ccccc1NS(=O)(=O)c1ccc(C(=O)N2CCN(S(=O)(=O)c3ccccc3)CC2)cc1,19,-21,0.6
Cc1cc(C)nc(N(C#N)CCOc2ccc(Cl)cc2)n1,9,-27,0.4

Compound profiles, from the list above. Order of screens: OX1R antag-1	OX1R antag-2	STK33 inh
`Cc1ncc([N+](=O)[O-])n1CC(=O)Nc1ccc(F)c(F)c1` as listed: -6	-15	-2.0
`COc1ccc(Cc2n[nH]c(=S)n2N)cc1OC` as listed: 12	0	0.3
`CSc1nc2ncc(C(=O)O)c(N)n2n1` as listed: 17	-12	0.7
`Cc1ccccc1COc1ccc(/C=N/NC(=O)c2nnn(-c3nonc3N)c2CN2CCC(C)CC2)cc1` as listed: 0	-37	1.7
`NC(=O)N/N=C/c1c(Sc2nnnn2-c2ccccc2)nc2ccccn2c1=O` as listed: 10	-5	2.6

Going on with the list.
Structure,OX1R antag-1,OX1R antag-2,STK33 inh
CC(C)[C@H](NC(=O)[C@H](Cc1ccccc1)n1c(=O)[nH]c2ccccc2c1=O)C(=O)N1CCC[C@@H]1C(=O)O,10,-6,-0.4
O=C(CSc1nc2[nH]ncc2c(=O)[nH]1)Nc1ccccc1C(F)(F)F,20,6,-0.8
CC(=O)Nc1ccc(S(=O)(=O)Nc2ccc3c(c2)C(=O)OC3)cc1,1,-14,-1.9
CCOC(=O)N1CCN(C(=O)C(=O)NN)CC1,10,-2,0.2
CCN1CCN(c2ccc(S(=O)(=O)N3CCCCC3)cc2NC(=O)c2cccc(C)c2)CC1,9,-31,0.9
O=C(Cc1ccccc1F)NC1CCCN(Cc2ccc(Cl)cc2)C1 (configuration not stated),16,-26,-0.3
COc1cc2nc(SCC(=O)NCCc3ccccc3)n(Cc3ccco3)c(=O)c2cc1OC,19,-32,-0.3
COc1ccc(-c2nc(CS(=O)CC(=O)NCCCN3CCCC(C)C3)c(C)o2)cc1OC (configuration not stated),-3,4,-1.0
N/C(=N\c1nc(C(F)(F)F)cc(=O)[nH]1)Nc1ccc(Cl)cc1,7,-19,-1.0
CN(c1ccc(C(=O)N2CCN(c3ccccc3F)CC2)cc1)S(=O)(=O)c1ccccc1,17,-6,-0.7
CN1C(=O)c2ccc(C(=O)NCc3ccc4c(c3)OCO4)cc2C1=O,10,-9,-1.1
COc1ccc(OC)c(/C=N/N(C)c2ccccc2)c1,27,-7,-1.6
CCOC(=O)N1CCN(C(=O)Cc2ccc(-n3c(=S)[nH]c4ccccc4c3=O)cc2)CC1,8,1,-0.9
COc1cc(C(=O)NCC(c2cccs2)N2CCOCC2)cc(OC)c1OC (configuration not stated),14,-11,-0.7
CN(C)/C=C(\C#N)C(=O)Nc1ccccc1,7,-6,0.3
Cc1cccc(NC(=O)C2CCN(C(=O)[C@@H]3Cc4ccccc4CN3)CC2)c1,6,5,0.1
CCn1c2ccc(F)cc2c2nc3ccccc3nc21,95,34,2.8
O=C(N/N=C/c1ccco1)Nc1ccccc1,9,-2,0.2
O=C(CNC(=O)c1ccccc1F)NC1=NCCS1,16,-12,-1.1
O=C(Cn1ccn(-c2ccc(F)c(F)c2)c(=O)c1=O)NCCc1ccccc1,13,3,-3.2
Cc1cc(C)c(S(=O)(=O)c2ccccc2C)c(OCCO)n1,-2,0,1.2
Cc1onc(-c2c(Cl)cccc2Cl)c1C(=O)N1CCN(c2ccccc2F)CC1,17,-15,-1.8
Cc1cccc(NC(=S)Nc2ccc(Cl)c(Cl)c2)c1,0,-4,-0.3
CSc1ccc(S(=O)(=O)Nc2c(C)cccc2C)cc1,7,-1,0.6
Cc1cc(=O)[nH]c(Cc2ccc(OC(C)C)cc2)n1,17,-8,-2.7
CCCCc1nnc(NC(=O)CN2C(=O)c3ccccc3C2=O)s1,-10,-14,-3.0
Cc1ccsc1C1CC(=O)Nc2ccccc2S1 (configuration not stated),1,-13,0.4
OCCCN1c2ccccc2Nc2nnc(-c3ccccc3)cc21,11,-21,-2.6
O=C(C1CCC(CNS(=O)(=O)c2cccc3nsnc23)CC1)N1CC=C(c2ccccc2)CC1 (configuration not stated),15,-11,-0.1
COc1ccc(OC)c(/C(C)=N/Nc2ccc(C(=O)O)cc2)c1,20,0,0.1
O=C(NCCCNC(=O)c1cncc(O)c1)c1cncc(O)c1,18,7,-0.5
Cc1ccc(C(=O)OCC(=O)Nc2ccc3c(c2)OCO3)o1,17,-6,-0.2
COC(=O)[C@@H](Cc1c[nH]c2ccccc12)NC(=O)CCC(=O)c1ccc(F)cc1,5,-5,-0.6
CC(C)c1nc(SCC(=O)Nc2cccc(C(F)(F)F)c2)c2c(=O)n(C)c(=O)n(C)c2n1,1,-46,-0.8
C/C(=N\NC(=O)CC#N)c1cc2ccccc2oc1=O,34,-6,-1.9
COc1ccc(NC(=O)CN2CCN(C(=O)c3ccco3)CC2)c(OC)c1,21,-20,-0.2
CCCn1c(/N=C/c2cc(OC)ccc2O)nc2ccccc21,6,-12,-0.6
Cc1cc(C)n(-c2ccc(C(=O)Nc3ccc(C)c(S(=O)(=O)N(C)C)c3)cc2)n1,18,-19,-0.4
CC(C)c1ccccc1NC(=O)c1ccco1,4,-8,-2.9
CN(C)c1ccc(C(=O)OCC(=O)NCCNC(=O)COC(=O)c2ccc(N(C)C)cc2)cc1,49,-7,-1.4
O=C(Nc1ccc(Cl)cc1)Nc1nnc(-c2ccncc2)s1,2,-13,-1.5
CSc1ncc(Cl)c(C(=O)Nc2ccccc2Cl)n1,19,-17,nt
COc1cc(OC)c(C2Oc3nc(SC)nnc3-c3ccccc3N2C(C)=O)cc1OC (configuration not stated),32,-8,-0.8
CCn1nc(C(=O)N2CCc3ccccc3C2)c2ccccc2c1=O,36,-39,-1.2
Cc1ccccc1N(CC(=O)NC1CCCCC1)C(=O)c1csnn1,29,-32,0.9
O=C1NC(C(=O)O)=CC(c2ccc([N+](=O)[O-])cc2)N1 (configuration not stated),104*,4,-1.4
Cc1cc(Cl)ccc1OCC(=O)NNC(=O)c1cccnc1,-10,-6,-0.2
O=C(Nc1ccc(Cl)cc1)NC1CCCCC1Cc1ccco1 (configuration not stated),47*,-2,0.5
COc1ccccc1CCN1C(=S)NC(C)(C)CC1(C)O (configuration not stated),26,-28,-0.9
CC1(C)CC(=O)C2=C(C1)NC1=C(C(=O)c3ccccc31)C2c1ccc(O)cc1 (configuration not stated),20,-17,0.4
Cc1cccc(C(=O)NNC(=O)CN2C(=O)c3ccccc3C2=O)c1,18,-3,-2.3
Cn1nc(C(=O)N2CCN(c3ccc(Cl)cc3)CC2)c2c1-c1ccccc1S(=O)(=O)C2,12,-16,0.0
